FEN1 inh – blocks human flap endonuclease 1; P39748; Recombinant FEN1 flap cleavage, fluorescence, 15 min; Potency, µM (highest dose often 114 µM), for inactives: top-dose activity change, negative = inhibition, usual class: inhibitors; hit rate 0.35% among 390,000; also: nearly all actives have a fitted effect of over 65% in size
Target sequence (P39748 whole entry, looked up): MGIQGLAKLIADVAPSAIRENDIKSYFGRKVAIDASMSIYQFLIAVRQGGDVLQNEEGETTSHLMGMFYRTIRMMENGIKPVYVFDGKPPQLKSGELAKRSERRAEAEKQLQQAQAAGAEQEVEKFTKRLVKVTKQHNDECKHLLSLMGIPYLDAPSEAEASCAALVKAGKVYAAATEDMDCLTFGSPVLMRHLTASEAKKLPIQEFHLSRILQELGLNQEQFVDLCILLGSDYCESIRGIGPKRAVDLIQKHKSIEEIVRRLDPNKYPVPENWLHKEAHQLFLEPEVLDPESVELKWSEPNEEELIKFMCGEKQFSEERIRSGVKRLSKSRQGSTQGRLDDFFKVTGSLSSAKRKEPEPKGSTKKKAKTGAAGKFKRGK
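Quantitative HTS format: each compound was titrated, incubated with 10 nM nuclease for 15 min at room temperature, then challenged with flap substrate at 50 nM final. Signal change over 15 min gave concentration–effect curves.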
N370S GC – inhibitors or activators of N370S glucocerebrosidase for Gaucher disease. N370S GC spleen homogenate, 4MU-glucoside fluorescence. AID 2101. hit rate 0.092% among 330,000. P04062. Potency, µM (doses to about 59.4 µM), inactives show top-dose activity change, negative = inhibition, hits mostly inhibitors;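 also: 0% = full enzyme activity and -100% = no enzyme basal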
TDP1 cell CPT – DT40-hTDP1 cell growth loss with CPT. Potency, µM (series often up to 46.2 µM), for inactives: at the highest dose activity change, negative = growth inhibition, most hits filed as inhibitors. chicken DT40 Tdp1-/-;hTDP1 cells + 20 nM CPT, ATP luminescence, 48 h. hit rate 12% among 420,000; also: nearly all actives have a fitted effect of over 55% in size
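Cell growth measured by CellTiter-Glo luminescence after a minimum 48 h, 37 C compound exposure with 20 nM CPT in Tdp1-knockout DT40 cells stably expressing hTDP1, seeded 400/well; qHTS titration format.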
The depositor's hits bear a star; ? = inconclusive; nt = not tested or not shown; & = joins results of further samples; [ ] = remark or other dose. Calls follow the shape of the dose curve; as a rule, active = well fitted curve in the direction sought with a large enough effect; inconclusive = small, poorly fitted or top-dose-only effect, or another doubt; inactive = no such curve, though single readings can be large; an effect the other way counts as inactive or inconclusive. Unless noted, % is scaled to controls: 0 for no effect and ±100 for the full control effect; potency is read from the fitted curve at half-maximal effect.

mol,FEN1 inh,N370S GC,TDP1 cell CPT
COc1ccc(F)c(CN2CCC(N3CCC(C(=O)N4CCOCC4)CC3)CC2)c1,4%,-3%,?
CCN(CC(=O)Nc1ccc(OC)cc1)C(=O)c1ccc(N2C(=O)CCC2=O)cc1,3%,nt,6%
CC(=O)c1ccc(C(=O)N2CCC(n3nccc3NC(=O)C3CC3)CC2)cc1,2%,-4%,4%
CCn1c(SCC(=O)N/N=C/C=C/c2ccco2)nc2ccccc21,-32%,6%,?
CCOC(=O)C1CCCN(c2nnnn2-c2ccccc2)C1 (stereo not drawn),-11%,11%,11%
CC(C)(C)OC(=O)C[C@@H]1C/C=C\C[C@H](CC(=O)N(CCO)Cc2ccccc2)C(=O)N[C@@H](c2ccccc2)COC1=O,-2%,nt,?
COc1ccc(-c2ccc(C3C4C=CCC(C)C4C(=O)N3Cc3ccccc3)c(F)c2)cc1C (stereo not drawn),-187%,-4%,nt
COc1cc2c(cc1OC)C1(Nc3c-2c(-c2ccccc2)nn3-c2ccccc2)C(=O)Nc2ccccc21 (stereo not drawn),-17%,?,?
COc1ccc(N2CCN(CC(=O)NCc3ccccc3)CC2)cc1,20%,11%,-5%
O=C(Cn1c(=O)oc2ccccc21)NCc1ccc(Cl)cc1,11%,nt,-17%
Cc1cn2c(=O)cc(COC(=O)c3ccc(NC(=O)COc4ccc(C)c(C)c4)cc3)nc2s1,-1%,nt,11%
Cc1cc2c(n1-c1ccc(C(=O)NCc3ccc(OC(C)C)cc3)cc1)CCCC2,13%,nt,26µM*
C=CCOc1ccc(/C(O)=C2/C(=O)C(=O)N(CCCn3ccnc3)C2c2cccs2)cc1 (stereo not drawn),-10%,-23%,-6%
Cc1cc(C)c(S(=O)(=O)NCC(CCC(=O)O)C(F)(F)F)c(C)c1 (stereo not drawn),-5%,0%,-4%
Cc1ccc(NC(=O)c2ccc(C)c(NC3=NC4CS(=O)(=O)CC4S3)c2)cc1C (stereo not drawn),11%,-1%,-15%
COc1ccc(C(=O)NC(C)c2nccs2)cc1OC1CCN(C(C)C)CC1 (stereo not drawn),1%,-2%,0%
CN(CCC#N)C(=O)COC(=O)[C@H](Cc1ccccc1)N1C(=O)c2ccccc2C1=O,0%,-15%,-8%
CC(C(=O)OCC(=O)Nc1ncc(Cl)cc1Cl)N1C(=O)c2ccccc2C1=O (stereo not drawn),-12%,6%,2%
Cc1[nH]c2ccccc2c1/C=N/NC(=O)c1cccc([N+](=O)[O-])c1,?,?,-17%&-28%
CC1CCN(S(=O)(=O)c2ccc(C(=O)N(C)C3CCS(=O)(=O)C3)cc2)CC1 (stereo not drawn),11%,0%,-16%
O=C(CSc1nc(Nc2ccc(F)cc2)c2ccccc2n1)c1ccc(F)cc1,2%,nt,?
COc1cc(C(=O)N/C(=C\c2cn(C)c3ccccc23)C(=O)N2CCOCC2)cc(OC)c1OC,13%,0%,12%
CCC(CC)C(=O)Nc1cccc(C(=O)c2ccccc2)c1,-15%,-3%[12.8 µM],-10%
CC1(C)CC(=O)C2=C(C1)OC(N)=C(C#N)C2c1ccc[nH]1 (stereo not drawn),8%,6%,?
NS(=O)(=O)c1ccc(-c2ccc(/C=C3\NC(=S)NC3=O)o2)cc1,50µM*,-11%,-26%
Cc1nc2sc3c(c2c(=O)n1/N=C/c1cccnc1)CCCC3,-9%,0%,-1%
O=C1CCc2cc(S(=O)(=O)Nc3ccccc3Cl)ccc2N1,-1%,nt,0%
O=C(CCS(=O)(=O)c1ccc(Cl)cc1)NCCN1C(=O)S/C(=C\c2ccccc2F)C1=O,-10%,9%,?
CCOc1ccc(N(CC(=O)N2CCN(c3ccccc3OC)CC2)S(=O)(=O)c2ccc(C)cc2)cc1,2%,-3%,?
CCn1c(SCCN2CCOCC2)nc2c1c(=O)n(C)c(=O)n2C,-4%,-16%,20%

Part of the list above in order of number of heavy atoms, lowest first:
mol,FEN1 inh,N370S GC,TDP1 cell CPT
CCn1c(SCC(=O)N/N=C/C=C/c2ccco2)nc2ccccc21,-32%,6%,?
COc1ccc(F)c(CN2CCC(N3CCC(C(=O)N4CCOCC4)CC3)CC2)c1,4%,-3%,?
C=CCOc1ccc(/C(O)=C2/C(=O)C(=O)N(CCCn3ccnc3)C2c2cccs2)cc1 (stereo not drawn),-10%,-23%,-6%

Further records follow:
mol,FEN1 inh,N370S GC,TDP1 cell CPT
Cc1ccc(-c2nnc(SCC(=O)NCC3CCCO3)nc2-c2ccc(C)cc2)cc1 (stereo not drawn),9%,-5%,?
CC(=O)Nc1ccc(SCC(=O)NNC(=O)CN(C)S(=O)(=O)c2ccc(C)cc2)cc1,32%,-1%,-8%
CCC(C)[C@H](NC(=O)N1CCn2c1nc1ccccc12)C(=O)NCc1ccc(OC)cc1 (stereo partly drawn),7%,5%,21µM*
C[C@H](NC(=O)[C@H](Cc1ccccc1)n1c(=O)[nH]c2ccccc2c1=O)C(=O)N1CCC(C(=O)O)CC1,0%,30%,-10%
CC(C)CCn1c(=O)c2sccc2n2c(CCCC(=O)Nc3ccc(F)c(Cl)c3)nnc12,?,nt,-15%
CC(C)c1cc(CNC(=O)c2ccc(OC3CCN(Cc4ccccn4)CC3)cc2)on1,0%,-3%,?
O=C(CCS(=O)(=O)c1cccc2nsnc12)N1CCN(Cc2ccc3c(c2)OCO3)CC1,3%,16%,-10%
COc1cccc(N2CCN(Cc3nc(N)nc(N4CCCc5ccccc54)n3)CC2)c1,-4%,-4%,-14%
CC1CCN(C(=O)CN2C(=O)C(=O)N(C(C)C)C2=O)c2ccccc2S1 (stereo not drawn),-14%,nt,-8%
Cc1ccccc1NC(=S)NCC1CCC(CNC(=S)Nc2ccccc2C)CC1 (stereo not drawn),16%,0%,?
COc1cc(NC(=O)C2CC(c3ccccc3Cl)=NO2)cc(OC)c1OC (stereo not drawn),4%,-1%,16µM*
Cc1c(C(=O)Nc2cccc(F)c2)sc2nc(-c3cc4ccccc4oc3=O)[nH]c(=O)c12,3%,nt,23µM*
COc1ccccc1/C=C1/SC(=S)N(CCC(=O)Nc2cccnc2)C1=O,-31%,-3%,?
O=[N+]([O-])c1cccc(NNS(=O)(=O)c2ccccc2F)c1,2%,-3%,?
NC(=O)c1ccccc1NC(=O)CCc1ccccc1,-17%,4%,?
Cc1cc(Br)ccc1NC(=O)CN1C(=S)NC(C)(C)CC1C (stereo not drawn),3%,2%,-9%
O=C(c1cccs1)N1CCCC(c2nc3c(nnn3Cc3ccc(F)cc3)c(=O)[nH]2)C1 (stereo not drawn),3%,-1%,-17%
O=C(c1ccccc1F)N1CCN(S(=O)(=O)c2ccc(S(=O)(=O)N3CCCCCC3)cc2)CC1,-7%,-2%,-16%
O=[N+]([O-])c1ccc(S(=O)(=O)NN=C2CCCCC2)cc1,-13%,nt,-37%
CC(=O)N1N=C(c2ccco2)CC1c1cc2ccc(C)cc2nc1Cl (stereo not drawn),0%,6%,?
Cc1sc(NC(=O)c2ccco2)c(C(c2cccnc2)N2CCCC2)c1C (stereo not drawn),-20%,-26%,2.9µM*
Cn1c(N)c(C(=O)CSc2nc(C3CC3)n(-c3ccccc3)n2)c(=O)n(C)c1=O,-5%,nt,-15%
CC(Sc1ccc(S(=O)(=O)N2CCOCC2)cn1)c1ccccc1Cl (stereo not drawn),1%,nt,?
COc1cccc(OCc2cc(C3Nc4ccccc4C(=O)N3Cc3ccco3)ccc2OC)c1 (stereo not drawn),-11%,?,?
CCC1CC=CC2C1C(=O)N(Cc1ccccc1)C2c1cc(C)ccc1F (stereo not drawn),-1%,2%,nt
Cc1ccc2c(C)nc(Nc3nc(CSc4nc5ccccc5s4)cc(=O)[nH]3)nc2c1,14%,nt,?
O=C(NCC(c1ccc2c(c1)OCO2)N1CCOCC1)c1c(F)cccc1F (stereo not drawn),11%,nt,-15%
Cc1nn(CSc2c(F)c(F)c(F)c(F)c2F)c(C)c1[N+](=O)[O-],14%,nt,-1%
CN1CCN(CCNC(=O)Nc2ccc(Cl)cc2)CC1,5%,-9%,-11%
COc1ccc(OC)c(Nc2nc(N)nc(-c3cc4ccccc4o3)n2)c1,5%,3%,?
CCOC(=O)C1CCCN(Cc2ccc(OCC)cc2)C1 (stereo not drawn),-8%,3%,-12%
CCn1c(N)nc2ccccc21,-2%,-8%,-15%
Cc1ccccc1NC(=O)CNc1ccccc1C(=O)NCc1ccco1,-13%,10%,?
COc1cccc(NC(=O)Cn2c(=O)c3c(ncn3Cc3ccccc3)n(Cc3ccccc3)c2=O)c1,-7%,16%,-10%
N#C/C(=N/Nc1ccc(S(=O)(=O)N2CCOCC2)cc1)C(N)=O,7%,-14%,-3%
O=c1cc(-c2ccc(Cl)cc2)nc(N2CCN(c3ccccc3)CC2)[nH]1,-3%,1%,?
COc1ccc(-n2c(=O)c3ccccc3n(CC(=O)NCCc3ccc(OC)c(OC)c3)c2=O)cc1,-17%,nt,-4%
CNC(=O)CN1C(=O)c2cccnc2Sc2ccccc21,17%,nt,-4%
Clc1ccc(Cl)c(OCCCCN2CCNCC2)c1,0%,-20%,5.8µM*
CCCc1cc(CNC(=O)C2CCC(=O)N(Cc3ccccc3OC)C2)on1 (stereo not drawn),20%,-3%,-2%
CCN(CC)c1ccc(C2=NNC(=O)CC2C)cc1[N+](=O)[O-] (stereo not drawn),-10%,10%,-18%
Cc1ccc(S(=O)(=O)N2CCOCC2)cc1NC(=O)COC(=O)c1ccc(Cl)s1,-4%,nt,4%
COc1cccc(OCc2cc(C(=O)N3CCC(c4ccncc4)CC3)no2)c1,-9%,-5%,15µM*
CN1CCN(S(=O)(=O)c2ccc3ccccc3c2)CC1,-7%,7%,1%
CC(=O)n1cc(-c2ccncc2)c2ccccc21,-1%,-4%,?
COCCn1c(=O)c(C)nc2cnc(N3CCNCC3)nc21,nt,-2%,6%
Cc1cc(NC(=O)CSc2nc3c(sc4ccccc43)c(=O)n2CCCN2CCOCC2)n[nH]1,-10%,10%,?
Cc1c(Cl)c(C(=O)N2CCCC2)nn1C,-7%,0%,5%
CCOC(=O)c1c(NC(=O)CCCOc2ccc(C(C)(C)C)cc2)sc2c1CCC2,-19%,nt,-16%
Cc1ccc(NC(=S)NCCN(C2CCCCC2)C2CCCC2)cc1,-10%,-9%,?
COc1ccc(-n2c3c(cc(C(=O)NCC(=O)c4ccccc4)c2=O)C(=O)CC(C)(C)C3)cc1,4%,24%,-15%
O=C(COc1ccc(NC(=O)c2ccccc2[N+](=O)[O-])cc1)c1ccc(F)cc1,5%,-12%,-3%
O=C(c1cccc(Cl)c1)N1CCC(=O)N(C(COCc2ccccc2)Cc2ccccc2)CC1 (stereo not drawn),-22%,2%,?
CCOc1ccccc1NC(=O)C1=C(C)NC(=S)NC1c1cccs1 (stereo not drawn),-6%,5%,?
CCN1CC=C2C(C#N)=C(N)C(C#N)(C#N)C(CCc3ccccc3)C2C1 (stereo not drawn),-14%,2%,?
COc1ccc(C(=O)N2CCc3ccccc32)cc1,-6%,-1%,-6%
CN(CC(=O)N1CCCCCC1)S(=O)(=O)c1ccccc1,3%,1%,6%
O=C(O)c1ccccc1NN=C1CCCCC1,-3%,15%,14%
CCOc1cc(S(=O)(=O)NCc2ccncc2)c(C)cc1C,12%,-5%,-12%
Cc1ccc(C(C)C)cc1OCC(=O)NCCCn1ccnc1,-4%,nt,?

Further entries
mol,FEN1 inh,N370S GC,TDP1 cell CPT
O=C(/C=C/c1ccco1)Nc1ccc(S(=O)(=O)N2CCOCC2)cc1,-3%,1%,7%
Cn1cccc1C(C(=O)NC1CCCCC1)N(C(=O)Cc1cccs1)C1CC1 (stereo not drawn),5%,-1%,?
C/C(CC(=O)Nc1cccc(Cl)c1)=N\NC(=O)Cc1ccc(Cl)cc1,-14%,-7%,-21%
Cc1cc(=O)oc2ccc(OC(=O)CC(C)C)cc12,9%,3%,6%
COc1ccc(CCC(=O)NCc2nc3cccnc3n2Cc2ccccc2)cc1,-3%,nt,?

One compound at a time (already shown):
Shown for `Cn1cccc1C(C(=O)NC1CCCCC1)N(C(=O)Cc1cccs1)C1CC1` (stereo not drawn) = FEN1 inh = 5%; N370S GC = -1%; TDP1 cell CPT = ?
Shown for `C/C(CC(=O)Nc1cccc(Cl)c1)=N\NC(=O)Cc1ccc(Cl)cc1` = FEN1 inh = -14%; N370S GC = -7%; TDP1 cell CPT = -21%
Shown for `O=C(/C=C/c1ccco1)Nc1ccc(S(=O)(=O)N2CCOCC2)cc1` = FEN1 inh = -3%; N370S GC = 1%; TDP1 cell CPT = 7%

Screens deposited in PubChem BioAssay by National Center for Advancing Translational Sciences (NCATS).

Some of the compounds tested; the hit share may differ from the screen's.
